Source: PubChem
HEK293 tox – kills HEK 293 cells; HEK 293 viability, ATP luminescence (CellTiter-Glo), 48-72 h; Potency, µM (series often up to 115 µM), inactives show at the top dose activity change, negative = cytotoxicity, most hits filed as inhibitors; actives 6.6% (n = 94,000); further: potency means the concentration at half of the fitted maximal effect; nearly all actives have a fitted effect of over 60% in size
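qHTS cytotoxicity; HEK 293, 250 cells/well; compound pinned; 48 or 72 hr, 37 degree Celsius, 5% CO2, 95% humidity; CellTiter-Glo, 10 min RT; luminescence (ATP).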
SNCA expr inh – SNCA gene expression inhibition | AID 1671194 | HEK-293 SNCA-luciferase knock-in, luminescence, 24 h | actives 0.17% (n = 140,000) | Potency, µM (series often up to 57.2 µM), without a hit: top-dose activity change, negative = inhibition, actives largely listed as inhibitors;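 further: potency means the concentration at half of the fitted maximal effect; plate controls were DMSO cells for no effect and cell-free wells for full effect; nearly all actives have a fitted effect of over 45% in size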
HEK293 viab – cell viability loss counter-screen. HEK-293-SNCA-luc viability, GF-AFC fluorescence, 24 h. Potency, µM (titrated, usually from 57.1 µM), inactives show at the top dose activity change, negative = cytotoxicity, hits mostly cytotoxic. actives 0.12% (n = 150,000);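 further: potency means the concentration at half of the fitted maximal effect; 0% = DMSO-treated cells and -100% = medium-only wells without cells; nearly all actives have a fitted effect of over 30% in size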
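HEK-293-SNCA-luc cells (1500/well) plated 24 h, then exposed 24 h to a dilution series; GF-AFC added 30 min at 37C, fluorescence 405/540 nm; normalised to medium-only and DMSO wells, Hill fit.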
3T3 cytotox – NIH 3T3 cell cytotoxicity. AID 1345082. NIH 3T3 viability, CellTiter-Glo ATP luminescence, 48-72 h. Potency, µM (top dose mostly 96.7 µM), for the others: top-dose activity change, negative = cytotoxicity, usual class: inhibitors. actives 4.3% (n = 94,000); further: potency means the concentration at half of the fitted maximal effect; nearly all actives have a fitted effect of over 55% in size
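Cytotoxicity is measured as loss of cellular ATP: NIH 3T3 cells (400/well) are exposed to compound for 48 or 72 hr at 37 °C, then CellTiter-Glo luminescence is imaged after 10 min at room temperature.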
IP6K1 inhibitor – IP6K1 kinase inhibition | AID 1645851 | activity change, % (series mostly up to about 58 µM) | IP6K1 kinase, ADP-Glo luminescence, 2 h; stronger effect = lower value | actives 0.81% (n = 140,000); in the data active means activity change below about -25%
Target sequence (Q92551 whole entry, looked up): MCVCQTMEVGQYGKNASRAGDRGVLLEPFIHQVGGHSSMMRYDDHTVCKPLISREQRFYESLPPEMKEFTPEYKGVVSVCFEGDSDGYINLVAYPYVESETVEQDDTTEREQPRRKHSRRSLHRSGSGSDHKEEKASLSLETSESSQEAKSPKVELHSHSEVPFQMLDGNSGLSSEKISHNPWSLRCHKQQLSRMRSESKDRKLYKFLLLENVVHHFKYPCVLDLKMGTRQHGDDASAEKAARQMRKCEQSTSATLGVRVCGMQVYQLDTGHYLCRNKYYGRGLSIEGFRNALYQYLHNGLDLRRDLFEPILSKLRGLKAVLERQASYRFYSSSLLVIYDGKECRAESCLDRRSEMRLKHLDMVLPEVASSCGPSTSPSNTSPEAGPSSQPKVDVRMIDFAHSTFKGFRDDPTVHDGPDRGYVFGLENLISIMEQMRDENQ
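ADP-Glo luminescence measures ADP made by human IP6K1 during a 2 h RT reaction with ATP/IP6 (mix at 1.3 mM/130 uM); top library doses 57.5 and 19.1 uM final.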
GPT2 inhibitor – inhibitors of human GPT2 alanine aminotransferase; Recombinant GPT2, coupled pyruvate oxidase/HRP Amplex Red fluorescence; Potency, µM (titrated, usually from 57.7 µM), for inactives: at the top dose activity change, negative = inhibition, usual class: inhibitors; actives 0.25% (n = 100,000); AID 1671188; further: potency means the concentration at half of the fitted maximal effect; nearly all actives have a fitted effect of over 60% in size; many of its hits are not listed in these tables
Target sequence (Q8TD30 whole entry, looked up): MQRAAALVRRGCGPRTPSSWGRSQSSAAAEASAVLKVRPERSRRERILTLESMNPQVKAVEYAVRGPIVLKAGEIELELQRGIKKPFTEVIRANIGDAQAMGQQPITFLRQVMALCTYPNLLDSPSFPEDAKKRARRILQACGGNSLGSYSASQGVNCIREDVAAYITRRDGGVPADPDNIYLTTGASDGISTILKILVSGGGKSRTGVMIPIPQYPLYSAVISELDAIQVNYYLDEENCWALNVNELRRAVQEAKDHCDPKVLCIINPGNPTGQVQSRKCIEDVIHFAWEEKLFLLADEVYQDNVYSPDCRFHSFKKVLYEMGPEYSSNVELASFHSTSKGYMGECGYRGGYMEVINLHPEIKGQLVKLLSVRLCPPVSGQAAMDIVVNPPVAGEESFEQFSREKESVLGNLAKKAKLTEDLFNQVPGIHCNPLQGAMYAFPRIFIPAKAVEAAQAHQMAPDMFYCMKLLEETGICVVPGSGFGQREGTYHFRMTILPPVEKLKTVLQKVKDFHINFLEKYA
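GPT2 10ng/uL, a-KG 250uM, L-Ala 2mM, HEPES pH7.5 + 0.0001% Tween; 30 min RT. Then Amplex mix (PO/HRP/ThPP), 30 min RT dark, fluorescence. AOA 50uM used as positive control.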
FLuc inh – inhibitors of firefly (Photinus pyralis) luciferase | P08659 | purified P. pyralis luciferase, luminescence, biochemical | Potency, µM (doses to about 115 µM), for inactives: at the top dose activity change, negative = inhibition, most hits filed as inhibitors | actives 2.5% (n = 76,000) | AID 1347043; further: potency means the concentration at half of the fitted maximal effect; nearly all actives have a fitted effect of over 65% in size
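Purified P. pyralis luciferase (10nM final) in 50mM Tris acetate pH 7.5, 10mM Mg acetate, 0.01% Tween-20, 0.05% BSA with 10uM D-luciferin and 10uM ATP. Compounds titrated qHTS. Luminescence imaged on CCD.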
Numbers without * were called inactive; i = inactive; ? = inconclusive; · = no result given; [ ] = dose if it differs, or a comment. Unless noted, the call rests on the fitted dose curve; in most records, active means well fitted curve in the direction sought with a large enough effect; inconclusive means small, poorly fitted or top-dose-only effect, or another doubt; inactive means no such curve, though single readings can be large; an effect the other way counts as inactive or inconclusive. Unless noted, on the % scale 0 is the no-effect control and ±100 the full control effect. An excerpt; count on the stated rates, not on these rows.

SMILES | HEK293 tox | SNCA expr inh | HEK293 viab | 3T3 cytotox | IP6K1 inhibitor | GPT2 inhibitor | FLuc inh
O=C(C1CCCN(Cc2cccc(-c3ccc(F)cc3F)c2)C1)N1CCN(c2ncccn2)CC1 (centres undefined) | 40µM* | -25% | -16% | ? | 2 | i | ·
COc1c(C)cccc1C(=O)NCC1CCN(c2cnn(C)c(=O)c2)C1 (centres undefined) | -27% | -10% | 4% | -21% | 12 | ? | 3%
CCCNC(=O)N1CCC(N2C(=O)C(OC)C23CCOCC3)CC1 (centres undefined) | 0% | 14% | 7% | 1% | -8 | 3% | -8%
Cc1cnc(C(=O)N2CCCN(C(=O)C3CC3)c3ccccc32)cn1 | 3% | -8% | -4% | -3% | -1 | -1% | -1%
COc1ccccc1NC(=O)Cn1cc(S(=O)(=O)Cc2ccccc2)c2ccccc21 | · | -4% | -17% | · | 3 | · | ·
Cc1cc(C)n2nc(C(=O)N3CCC4(CC3)C(=O)Nc3ccccc34)cc2n1 | -10% | -6% | -8% | -18% | 8 | 3% | 2%
COCc1cc(=O)n(CC(=O)Nc2ccc(C(C)C)cc2)c(N2CCOCC2)n1 | -2% | -24% | -4% | -3% | 14 | i | 8%
c1ccc(Nc2c(-c3c[nH]c4ccccc34)nc3ccccn23)cc1 | · | 111%[activator] | -11% | · | -4 | · | ·
Cc1ccc(-c2nc3scc(CCNC(=O)c4cccc(Br)c4)n3n2)cc1 | · | 0% | 6% | · | 16 | · | ·
CCC(C)NC(=O)Cc1ccc(NC(=O)N2CCCCc3ccccc32)cc1 (centres undefined) | · | 24% | -2% | · | 1 | · | ·
CCc1ccc2nc(N(Cc3cccnc3)C(C)=O)sc2c1 | · | 104%[activator] | 2% | · | 8 | · | ·
Cn1nccc1C(=O)N1CCC(Oc2ccc(-c3noc(-c4ccccc4)n3)cc2)C1 (centres undefined) | 22µM* | 49%[activator] | -24% | ? | 25 | i | ·
C#CCNC(=O)c1cn2cc(-c3cccc(OC)c3)sc2n1 | ? | 111%[activator][87.6 µM] | 4%[87.6 µM] | ? | -6 | -1%[88.5 µM] | ·
COCC(=O)N(C1CCOCC1)C1CCN(S(=O)(=O)c2ccccc2F)CC1 | -16% | 0% | 1% | -38% | -9 | i | -10%
O=C(NCc1ccc(Cl)cc1)c1ccc2nnc(-c3cc[nH]c3)n2c1 | -29% | -7% | -7% | ? | 1 | -3% | ·
COc1ccc(C)cc1NC(=O)CSc1nc(=O)n(Cc2ccco2)c2c1CCC2 | · | -13% | -29% | · | 30 | · | ·
COc1ccc(OC)c(CC(=O)N2CCC3(CC2)OCCCC3O)c1 (centres undefined) | 0% | 5% | 0% | i | -12 | -4%[11.5 µM] | -1%
CCC(CC)C(=O)NCc1cccnc1Oc1cccc(C(F)(F)F)c1 | ? | -13% | 7% | -24% | 17 | i | 0%
COc1ccccc1Cn1c(CNS(=O)(=O)c2ccc(Cl)s2)nc2cccnc21 | · | ? | -24% | · | -19 | · | ·
COCC(=O)N1CCCC(C(=O)N2CCCC(c3nc4ccncc4[nH]3)C2)C1 (centres undefined) | 2% | -7% | -12% | -2% | 3 | -6% | ·
CCC(=O)C1=C(c2cccc([N+](=O)[O-])c2)N(C(=O)CC)n2c(nnc2C2CCCCC2)S1 | · | -6% | 10% | · | 17 | · | ·
Cc1cc(C)c(S(=O)(=O)NCC(c2ccco2)N2CCN(c3ccccc3)CC2)c(C)c1 (centres undefined) | · | 20% | 4% | · | -10 | · | ·
CN1C(C(=O)Nc2ccc(F)cc2F)=CC(c2cccs2)=NS1(=O)=O | · | -5% | 3% | · | -17 | · | ·
O=c1cc(N2CCOCC2)oc2c(-c3cccc4[nH]ccc34)nccc12 | ? | -8%[87.6 µM] | -3%[87.6 µM] | 8.9µM* | -24 | i | 9%[172 µM]
O=C(NCC1CCCN(C(=O)c2ccccn2)C1)c1ccc(-c2ccccc2)cc1 (centres undefined) | ? | 37% | -1% | ? | 2 | i | ?
COc1ccc(S(=O)(=O)N2CCc3nc4cc[nH]n4c(=O)c3C2)cc1Cl | -4% | 9% | -4% | i | 5 | i | 15%
CCc1nn(C(C)C(=O)N2CCN(c3cccc(C(F)(F)F)c3)CC2)c(=O)c2cc3occc3n12 (centres undefined) | · | -27% | -15% | · | -16 | · | ·
O=C(CC(c1ccccc1)c1ccccc1F)NCc1cccnc1 (centres undefined) | ? | -7% | 1% | -22% | 0 | i | 2%
CNC(=O)c1cc(C2CC2)nc2c1c(C1CCN([S+](=O)([O-])c3cccc(C(F)(F)F)c3)CC1)nn2C | ? | · | · | ? | -14 | · | ·
O=C(Cc1ccccc1)NCCC1CCN(C(=O)Nc2ccc(F)cc2F)CC1 | -8% | 1% | 2% | -1% | -6 | i | 2%
COc1ccc(N2CCN(C(=O)c3c4c(nc5ccccc35)C(=O)N(C3CCCCC3)C4)CC2)cc1 | · | 16% | -9% | · | 24 | · | ·
COCc1nncn1C1CCN(S(=O)(=O)c2ccc(C)c(F)c2)CC1 | 14% | -8% | 4% | 0% | 7 | -8% | -6%
COc1ccc(CCNC(=O)c2noc(-c3ccccc3F)n2)cc1OC | 32µM* | 3% | -2% | ? | -9 | i | -13%
Cc1ccccc1C(c1c(C)n(C)n(-c2ccccc2)c1=O)c1c(C)n(C)n(-c2ccccc2)c1=O | · | 29% | -26% | · | 9 | · | ·
O=C(C1CCOCC1)N1CCC(N2CC3CC(C2)[C@H]2CCCC(=O)N2C3)CC1 (some centres undefined) | -1% | -12% | -7% | 2% | 6 | 5% | -3%
O=C(C1CCCC1)N1CCCN(c2ccc3nnc(-c4ccccc4)n3n2)CC1 | ? | · | · | ? | 7 | · | ·
COCCCNC(=O)Cn1c(=O)nc(-c2ccccc2)c2ccccc21 | · | 24% | 3% | · | 24 | · | ·
O=C(NCCn1cccn1)c1coc(COc2cccc(C(F)(F)F)c2)n1 | ? | 21% | 3% | -28% | 12 | i | -4%
CCc1noc(-c2cn(C3CCN(C(=O)c4ccc5c(c4)OCO5)C3)nn2)n1 (centres undefined) | ? | -19% | -10% | ? | -10 | i | 2%
CCOc1ccc(S(=O)(=O)Nc2cccc(C)c2)c2cccnc12 | · | 40%[activator] | 4% | · | 26 | · | ·
O=C(Cc1ccsc1)N1CCC(c2n[nH]c(=O)n2Cc2ccc(F)cc2)CC1 | 5% | 6% | 1% | -13% | -9 | i | 1%
COc1ccc(S(=O)(=O)NCCS(=O)(=O)N2CCN(c3ccccc3F)CC2)cc1 | · | ? | 12% | · | -13 | · | ·
Cc1cnc(C(=O)N2CCCN(Cc3ccncc3)C(c3ccccc3)CC(=O)NCC2)cn1 (centres undefined) | -3% | 8% | 2% | -12% | 10 | -3% | 1%
COc1ccc(C(=O)N2CCC(N3CC(OCC4CC4)C34CCOCC4)CC2)cc1F (centres undefined) | 2% | 45%[activator] | 11% | -8% | 4 | i | ·
COc1ccc(CNC(=O)N2c3ccccc3CC2c2nc(C3CC3)no2)cc1 (centres undefined) | ? | 46%[activator] | 2% | -29% | 4 | 2% | -4%
COc1cccc(CN2Cc3nc(-c4ccc(F)cc4)ccc3OCC2=O)c1 | ? | ? | -1%[87.6 µM] | 79µM* | -15 | -2%[88.5 µM] | -7%[172 µM]
CS(=O)(=O)c1ccc(OCC2(CNC(=O)c3ccno3)C[C@@H](O)[C@@H](O)C2)cc1 (some centres undefined) | -7%[172 µM] | -1%[87.6 µM] | 5%[87.6 µM] | -7%[174 µM] | 11 | 3%[88.5 µM] | -6%[172 µM]
O=C(NCc1cccnc1)c1nn(-c2ccc(Cl)cc2)nc1CO | · | -17% | -29% | · | 26 | · | ·

Looked up one by one from above, 4 records:
SMILES | HEK293 tox | SNCA expr inh | HEK293 viab | 3T3 cytotox | IP6K1 inhibitor | GPT2 inhibitor | FLuc inh
Cc1cnc(C(=O)N2CCCN(Cc3ccncc3)C(c3ccccc3)CC(=O)NCC2)cn1 (centres undefined) | -3% | 8% | 2% | -12% | 10 | -3% | 1%
O=C(Cc1ccsc1)N1CCC(c2n[nH]c(=O)n2Cc2ccc(F)cc2)CC1 | 5% | 6% | 1% | -13% | -9 | i | 1%
CCc1noc(-c2cn(C3CCN(C(=O)c4ccc5c(c4)OCO5)C3)nn2)n1 (centres undefined) | ? | -19% | -10% | ? | -10 | i | 2%
COc1ccc(CNC(=O)N2c3ccccc3CC2c2nc(C3CC3)no2)cc1 (centres undefined) | ? | 46%[activator] | 2% | -29% | 4 | 2% | -4%

More results follow.
SMILES | HEK293 tox | SNCA expr inh | HEK293 viab | 3T3 cytotox | IP6K1 inhibitor | GPT2 inhibitor | FLuc inh
COc1ccc(NC(=O)c2oc3ccccc3c2NC(=O)Cc2ccc(F)cc2)c(OC)c1 | · | 3% | 9% | · | 13 | · | ·
COC[C@H]1CCCN1C(=O)C[C@@H]1O[C@H](CNC(=O)NC(C)C)[C@@H](O)[C@H]1O | -1%[172 µM] | 4%[87.6 µM] | 9%[87.6 µM] | -11%[174 µM] | 4 | -25%[88.5 µM] | -10%[172 µM]
Cc1ccc(Nc2c(-c3ccsc3)nc3c(C)cccn23)cc1 | · | 16% | -23% | · | -3 | · | ·
O=C(NCc1ccc(Cl)cc1)c1ccc2nc(-c3ccnc(Cl)c3)oc2c1 | 1%[172 µM] | -7%[87.6 µM] | 0%[87.6 µM] | ? | 13 | 0%[88.5 µM] | ·
COc1ccc(-c2cc(N3CCC(NC(=O)c4ccc(NC(C)=O)cc4)CC3)n[nH]2)cc1 | -12% | 16% | 0% | ? | 25 | -25% | 0%
O=C(c1n[nH]c2c1CCCC2)N1CCC(n2cc(-c3nc(-c4ccccc4)no3)nn2)CC1 | ? | 52%[activator] | ? | ? | 6 | 3% | ?
COc1ccccc1OCC(=O)Nc1c(C(=O)c2ccc(C)cc2)oc2ccccc12 | · | 1% | 14% | · | 18 | · | ·
Cc1cccc(NC(=O)CSc2nnc(-c3cccs3)o2)c1 | · | 332%[activator] | 12% | · | -8 | · | ·
CC(NC(=O)c1ccccc1N)C(=O)O (centres undefined) | · | · | -16% | · | 2 | i | ·
CCOC1CCOC2(CCN(C(=O)Cc3ccccc3)CC2)C1 (centres undefined) | -24% | -14% | -16% | -11% | -3 | 4% | ·
O=C(C[C@@H]1CCNC[C@@H]1Cc1cc(-c2ccccc2)on1)NC1CC1 | 0%[172 µM] | 2%[87.6 µM] | 2%[87.6 µM] | -19%[174 µM] | 1 | 0%[88.5 µM] | -3%[172 µM]
Cc1cc(C)c(Cn2c3ccccc3c3cnn(CC(=O)NCCCc4ccccc4)c(=O)c32)c(C)c1 | · | -9% | -3% | · | 23 | · | ·
O=C(Nc1ccc(Cl)cc1)N1CCN(c2nccc(Nc3ccccc3F)n2)CC1 | 28µM* | -16% | 4%[12.5 µM] | ? | -8 | 3% | ·
